From PubChem BioAssay
MCF10A rerep – induces DNA re-replication in MCF 10a normal breast cells. MCF 10A DNA re-replication, Hoechst nuclear intensity, 48 h. Potency, µM (doses to about 46.1 µM), for the others: top-dose activity, positive = re-replication, usual class: activators. 350,000 tested, 2.9% active. AID 624296; note: potency is the fitted concentration of half-maximal effect; % of control where 0% means no effect; nearly all actives have a fitted effect of over 50% in size
SW480 rereplic – induces DNA re-replication in SW480 colon adenocarcinoma cells. Potency, µM (series often up to 46.1 µM), for the others: top-dose re-replication activation, hits mostly activators. SW480 DNA re-replication, Hoechst DNA content imaging, 48 h. 340,000 tested, 1.8% active; note: potency is the fitted concentration of half-maximal effect; % of control where 0% means no effect; nearly all actives have a fitted effect of over 55% in size
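Per well, 250 cells were exposed to pinned compound for 48 hr. Nuclear DNA was visualised with Hoechst (40 min, 37 C) and total object intensity recorded by fluorescence scanning.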
HT1080 IDH1KD tx – toxicity to HT-1080 IDH1 knockdown cells (counter line); 360,000 tested, 2% active; Potency, µM (doses to about 46.1 µM), for the others: at the highest dose activity, negative = toxicity, most hits filed as cytotoxic; AID 686971; HT-1080 IDH1 knockdown viability, ATP luminescence, 48 h;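 note: potency is the fitted concentration of half-maximal effect; 0% = DMSO wells and -100% = cell-free medium wells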
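Viability of IDH1-knockdown HT-1080 fibrosarcoma cells was assessed by CellTiter-Glo after 48 h at 37 °C with titrated compound; concentration-effect curves were classified by fit quality and response size.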
ATXN2 expr inh – ATXN2 expression inhibition; HEK-293 ATXN2-luciferase reporter, luminescence, 24 h; Potency, µM (top dose mostly 57 µM), without a hit: at the top dose activity change, negative = inhibition, actives largely listed as inhibitors; 360,000 tested, 0.72% active; note: potency is the fitted concentration of half-maximal effect; % is set by controls: 0 for no effect and ±100 for the full control effect; nearly all actives have a fitted effect of over 55% in size
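ATXN2-luciferase reporter cells (luciferase flanked by upstream and downstream ATXN2 gene portions) were treated 24 h at 37 °C with compounds at up to 57 uM. SteadyGlo luminescence gave expression; GF-AFC fluorescence gave viability.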
WRN inhibitor – inhibitors of human WRN helicase; WRN helicase unwinding, fluorescent forked duplex, kinetic; 360,000 tested, 0.46% active; Potency, µM (top dose mostly 114 µM), for inactives: at the top dose activity change, negative = inhibition, most hits filed as inhibitors; Q14191; note: potency is the fitted concentration of half-maximal effect; % is set by controls: 0 for no effect and ±100 for the full control effect; nearly all actives have a fitted effect of over 55% in size
Target sequence (Q14191 whole entry, looked up): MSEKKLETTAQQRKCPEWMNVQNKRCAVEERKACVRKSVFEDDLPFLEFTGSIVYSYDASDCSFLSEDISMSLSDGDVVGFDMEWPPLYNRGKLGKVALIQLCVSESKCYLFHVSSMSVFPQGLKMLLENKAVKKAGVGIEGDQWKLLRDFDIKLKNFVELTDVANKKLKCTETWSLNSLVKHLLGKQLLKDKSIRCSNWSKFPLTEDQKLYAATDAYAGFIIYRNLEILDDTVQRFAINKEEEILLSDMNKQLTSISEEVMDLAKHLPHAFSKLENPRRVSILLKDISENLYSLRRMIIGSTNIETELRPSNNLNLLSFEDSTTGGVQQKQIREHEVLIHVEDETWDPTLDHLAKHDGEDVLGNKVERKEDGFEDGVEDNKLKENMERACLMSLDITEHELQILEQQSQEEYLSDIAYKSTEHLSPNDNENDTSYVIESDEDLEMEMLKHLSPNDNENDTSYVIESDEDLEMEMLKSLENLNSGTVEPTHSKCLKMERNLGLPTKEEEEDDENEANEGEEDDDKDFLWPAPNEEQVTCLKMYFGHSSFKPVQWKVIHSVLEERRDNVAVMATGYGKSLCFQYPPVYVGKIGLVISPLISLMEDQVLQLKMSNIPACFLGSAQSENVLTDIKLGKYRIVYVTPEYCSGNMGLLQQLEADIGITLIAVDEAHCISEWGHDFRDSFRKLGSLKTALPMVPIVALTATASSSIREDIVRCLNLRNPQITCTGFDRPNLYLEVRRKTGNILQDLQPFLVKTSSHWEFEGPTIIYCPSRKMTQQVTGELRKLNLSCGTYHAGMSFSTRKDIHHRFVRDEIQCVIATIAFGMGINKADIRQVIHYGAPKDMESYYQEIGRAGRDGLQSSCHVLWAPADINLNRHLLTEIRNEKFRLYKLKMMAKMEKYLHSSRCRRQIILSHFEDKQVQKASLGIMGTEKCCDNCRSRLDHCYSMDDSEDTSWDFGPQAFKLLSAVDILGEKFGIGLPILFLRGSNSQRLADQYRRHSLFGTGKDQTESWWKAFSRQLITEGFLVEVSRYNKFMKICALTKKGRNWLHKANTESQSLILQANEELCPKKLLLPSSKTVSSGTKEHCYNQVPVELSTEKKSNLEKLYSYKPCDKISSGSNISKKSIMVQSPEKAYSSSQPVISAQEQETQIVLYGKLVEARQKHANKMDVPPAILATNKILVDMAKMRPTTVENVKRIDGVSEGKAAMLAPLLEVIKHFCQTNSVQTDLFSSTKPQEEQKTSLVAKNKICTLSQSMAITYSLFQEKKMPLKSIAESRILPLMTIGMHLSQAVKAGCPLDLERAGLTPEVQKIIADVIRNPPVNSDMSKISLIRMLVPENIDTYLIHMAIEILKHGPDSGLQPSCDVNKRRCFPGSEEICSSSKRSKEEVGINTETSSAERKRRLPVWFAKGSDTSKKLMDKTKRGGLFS
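Screening of the MLSMR collection measured strand separation of a quenched forked DNA duplex (100 nM) by 20 nM WRN with 2 mM ATP, all final. Compounds were preincubated with enzyme 15 min at room temperature.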
KB-3-1 cytotox – KB-3-1 parental cell cytotoxicity. KB-3-1 viability, CellTiter-Glo ATP luminescence, 72 h. Potency, µM (titrated, usually from 46.1 µM), for inactives: at the highest dose activity change, negative = cytotoxic, hits mostly cytotoxic. 400,000 tested, 1.4% active. AID 1347075; note: potency is the fitted concentration of half-maximal effect; % is set by controls: 0 for no effect and ±100 for the full control effect; nearly all actives have a fitted effect of over 60% in size
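Screening of KB-3-1 cells (DMEM, 10% FBS, phenol-red free) ran from lowest to highest compound concentration; after 72 h at 37 °C viability was read luminescently and curves fitted.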
HT1080-NT tox – kills 2HG-producing HT-1080-NT fibrosarcoma cells; 360,000 tested, 1.6% active; Potency, µM (series often up to 46.1 µM), inactives show at the top dose activity, negative = less viability, hits mostly cytotoxic; HT-1080-NT fibrosarcoma viability, CellTiter-Glo ATP luminescence, 48 h;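 note: NT is the 2HG producing partner of a matched IDH1 knockdown line; potency is the fitted concentration of half-maximal effect; 0% = DMSO-treated cells and -100% = media-only wells without cells; nearly all actives have a fitted effect of over 55% in size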
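Fibrosarcoma NT cells, 750 per well in 5% FBS RPMI, were exposed to compound for 48 hours. Viability: CellTiter-Glo luminescence.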
IL-1B inflam inh – blocks inflammasome-driven IL-1 beta release; AID 743279; 360,000 tested, 4.7% active; activity change, % at 57.5 µM; THP-1 LPS/ATP IL-1B secretion, AlphaLISA, 16 h; hits give low values; in the data active = activity change below about -50%; inconclusive = mostly about -30% to -49%; note: % is set by controls: 0 for no effect and ±100 for the full control effect
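Secreted IL-1B measured by AlphaLISA bead assay after 16 h compound exposure of THP-1 cells; compounds (final up to 57.5 uM) added 1 h before LPS (250 ng/mL) and ATP (1.25 mM) stimulation; lower signal means less secretion.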
KB-V1 cytotox – KB-V1 MDR subline cytotoxicity. KB-V1 MDR cells viability, CellTiter-Glo, 72 h. Potency, µM (top dose mostly 46.1 µM), for inactives: top-dose activity change, negative = cytotoxicity, actives largely listed as cytotoxic. 400,000 tested, 3.4% active. AID 1347076; note: potency is the fitted concentration of half-maximal effect; % is set by controls: 0 for no effect and ±100 for the full control effect; nearly all actives have a fitted effect of over 60% in size
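Compound-treated KB-V1 multidrug-resistant cells, 72 h, 37 degrees C; viability by CellTiter-Glo. Fitted qHTS curves give the values.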
An asterisk follows results filed as active; ? = inconclusive; · = not tested or not shown; [ ] = dose if it differs, or a comment. Unless noted, calls come from the whole dose curve; as a rule, active = well fitted curve in the direction sought with a large enough effect; inconclusive = small, poorly fitted or top-dose-only effect, or another doubt; inactive = no such curve, though single readings can be large; an effect the other way counts as inactive or inconclusive.

SMILES	MCF10A rerep	SW480 rereplic	HT1080 IDH1KD tx	ATXN2 expr inh	WRN inhibitor	KB-3-1 cytotox	HT1080-NT tox	IL-1B inflam inh	KB-V1 cytotox
C=CCN(c1ccc(C(=O)Nc2cccc([N+](=O)[O-])c2)cc1)S(C)(=O)=O	1.6%	-2.3%	0.0%	-10.7%	7.2%[57.1 µM]	-3.0%	1.2%	-1.1	?
Cc1cc(NS(=O)(=O)c2ccc(NC(=O)c3ccccc3C)cc2)no1	-1.3%	-10.8%	-3.6%	-14.3%	-5.2%	-7.8%	-2.7%	2.2	-0.6%
Cc1cc(NC(=O)CN2CCN(c3ccc(O)cc3)CC2)no1	-9.1%	6.1%	-4.9%	-16.6%	-2.5%	7.0%	?	13.8	-0.3%
Cc1ccsc1C(=O)OCC(=O)Nc1ccc(Cl)cn1	3.8%	-9.6%	19.2%	9.5%	-4.5%	5.8%	10.4%	-9.7	0.0%
Cn1ncc(Br)c1C(=O)N1CCc2ccccc21	3.6%	0.517µM*	1.8%	-3.9%	13.3%	0.0%	0.3%	16.3	?
CCc1cccc(CC)c1NC(=O)CSc1nnc(C2CC2)n1C	-17.0%	-11.5%	17.6%	-0.2%	-6.6%	?	16.5%	-8.7	-4.7%
CC(=O)c1ccc(NC(=O)CSc2nnc(Cn3cnc4ccccc43)o2)cc1	-3.7%	-9.0%	9.7%	-9.3%	-0.5%	17.1%	12.6%	13.4	-19.9%
COc1ccc(S(=O)(=O)N2CCCOC2CNC(=O)C(=O)NCc2ccccn2)cc1 (centres undefined)	-1.4%	4.4%	7.1%	10.6%	-18.0%	3.4%	-0.2%	2.6	-1.5%
O=S(=O)(Cc1ccc(Cl)cc1Cl)c1ccc(Cl)cc1	0.651µM*	1.3µM*	?	26.6%	-5.9%	1.64µM*	?	-1.4	1.46µM*
COc1ccc(-c2cc(C(=O)O)[nH]n2)cc1OC	-0.3%	4.7%	-8.0%	-7.4%	-12.8%	23.1µM*	-0.8%	-6.4	-2.0%
Cc1cccc(OCCCC(=O)Nc2ccc(S(=O)(=O)Nc3nccs3)cc2)c1C	17.7%	14.2%	-19.2%	-7.1%	?	-4.5%	-14.9%	-1.0	2.9%
Cc1cccc(C)c1OCc1cc(C(=O)N(C)Cc2cc(C3CC3)n[nH]2)no1	-0.2%	2.9%	-1.6%	8.4%	-17.3%	-15.8%	-2.0%	0.0	-14.8%
Cc1ccccc1-c1nc(C#N)c(N2CCC(C)CC2)o1	21.2%	-23.2%	2.6%	38.4%[activator]	-8.8%[57.1 µM]	13.7%	9.8%	-3.6	28.7%
O=C(CN1CCCC1)Nc1ccc2c(c1)CCC2	18.2%	3.8%	-5.0%	15.4%	-6.1%	-1.2%	-1.6%	2.2	0.3%
COCC(C)NC(=O)c1noc2c1CCc1cc(OC)ccc1-2 (centres undefined)	?	1.2%	1.3%	25.0%	-4.5%	-3.0%	6.3%	?	16.4µM*
O=C(O)COc1ccc(NC(=O)c2ccc3c(c2)C(=O)N(CC2CCCO2)C3=O)cc1 (centres undefined)	·	·	0.8%	·	-7.6%	13.7%	13.8%	3.5	19.9%
CCOc1ccc(Cc2nnc(SCC(=O)Nc3ccccc3)n(N)c2=O)cc1	3.8%	21.8%	-7.9%	24.8%	0.5%[11.6 µM]	1.7%	-7.8%	-11.3	-5.1%
CCCN(CCC)Cc1c(C(=O)N/N=C/c2ccoc2)nnn1-c1nonc1N	-2.4%	-1.4%	-6.1%	1.9%	-6.9%	5.6%	-10.5%	14.4	15.8%
CC(C)(C)NC(=O)C12CC3CC(CC(Cl)(C3)C1)C2	-4.8%	-6.1%	20.9%	0.1%	4.0%	7.9%	16.0%	18.1	-10.1%
CC(C)C(NC(=O)COc1ccc2ccccc2c1)C(=O)N/N=C/C=C/c1ccccc1 (centres undefined)	?	?	3.5%	-20.9%	2.0%	-6.8%	-0.7%	-0.5	1.5%
COC(=O)c1ccc(C2=NOC(C)(c3sc(-c4ccc(Cl)cc4)nc3C)C2)cc1 (centres undefined)	-25.1%	-4.1%	11.6%	5.7%	-0.2%	0.1%	16.4%	5.9	-6.5%
Cc1ccc(Cl)cc1NC(=O)CNCC(c1ccccc1)N(C)C (centres undefined)	-6.3%	-1.7%	7.2%	0.4%	-10.2%	-0.5%	-8.0%	-15.6	-16.3%
CCCCCCCN(c1ccccc1)[C@@H]1C[C@H]2CCCC(=O)N3CC[C@@H](C1)[C@@H]23	?	6.2%	-26.3%	?	-4.6%	?	-28.8%	-108.3*	?
COC(=O)C1Cc2c([nH]c3ccccc23)CN1 (centres undefined)	-0.6%	1.6%	-0.3%	?	-4.4%	4.6%	2.4%	11.0	3.0%
CC(=O)Nc1cccc(OCc2cccc([N+](=O)[O-])c2)c1	2.6%	1.7%	6.2%	19.0%	3.5%	?	5.2%	?	13µM*
CCCCN(C(=O)CCC(=O)Nc1cc(C)on1)C(C(=O)NC1CCCC1)c1ccccc1C (centres undefined)	15.4%	0.2%	-0.6%	2.0%	15.7%	-7.4%	7.1%	-3.4	?
CCn1ncc(-c2csc(N)n2)c1C	-0.5%	-1.0%	8.4%	·	-6.1%	2.1%	3.5%	-6.4	-2.5%
Cc1ccc2[nH]c(=O)cc(C(=O)OCC(=O)c3ccc(F)cc3)c2c1	-2.1%	-4.5%	14.8%	-9.7%	-1.0%	16.4%	5.5%	13.9	-3.5%
O=c1c(O[C@@H]2O[C@H](CO)[C@@H](O)[C@H](O)[C@H]2O)c(-c2ccc(O)cc2)oc2cc(O)cc(O)c12	-2.4%	1.6%	2.6%	-3.9%	-8.4%	-2.7%	4.7%	30.1	9.5%
CCC(C)(C)NC(=O)C(c1cccn1C)N(Cc1ccccc1)C(=O)Cn1nnc2ccccc21 (centres undefined)	6.3%	-3.9%	20.3%	23.0%	3.1%	3.0%	7.6%	38.9	2.59µM*

Gathered by group: those above with a COOH group
SMILES	MCF10A rerep	SW480 rereplic	HT1080 IDH1KD tx	ATXN2 expr inh	WRN inhibitor	KB-3-1 cytotox	HT1080-NT tox	IL-1B inflam inh	KB-V1 cytotox
COc1ccc(-c2cc(C(=O)O)[nH]n2)cc1OC	-0.3%	4.7%	-8.0%	-7.4%	-12.8%	23.1µM*	-0.8%	-6.4	-2.0%
O=C(O)COc1ccc(NC(=O)c2ccc3c(c2)C(=O)N(CC2CCCO2)C3=O)cc1 (centres undefined)	·	·	0.8%	·	-7.6%	13.7%	13.8%	3.5	19.9%

Carrying on.
SMILES	MCF10A rerep	SW480 rereplic	HT1080 IDH1KD tx	ATXN2 expr inh	WRN inhibitor	KB-3-1 cytotox	HT1080-NT tox	IL-1B inflam inh	KB-V1 cytotox
CCCCC1=CC2=C(c3ccco3)C(=O)C(C)(OC(=O)c3ccc(OC)cc3)C(=O)C2=CN1CCOC (centres undefined)	10.8%	?	-0.4%	3.8%	5.4%	4.9%	2.6%	-18.8	-3.5%
O=S1(=O)C=CC(Nc2ccccc2)C1 (centres undefined)	-0.4%	-0.8%	26.4%	1.7%	11.4%	-11.9%	10.5%	-29.0	23.0%
CC(NC(=O)OCc1ccccc1)C(=O)NCC1CCCO1 (centres undefined)	-3.2%	-3.7%	5.3%	4.5%	4.2%	-1.9%	-0.7%	14.9	13.9%
CCC(c1ccccc1)c1noc(CCN(CC)CC)n1 (centres undefined)	·	·	-9.0%	·	1.4%	-13.9%	9.1%	-16.5	8.8%
Cc1ccc(NC(=O)C2CCN(c3ncnc4c3nc3n4CCCCC3)CC2)cc1Cl	14.6µM*	?	-4.2%	-17.3%	-1.9%	?	-11.6%	?	16.6%
Cc1ccsc1C(=O)OCC(=O)Nc1sccc1C(N)=O	13.8%	-1.1%	1.0%	30.5%[activator]	-2.8%	1.4%	3.0%	5.2	18.4µM*
CCN(CC)S(=O)(=O)c1ccc(O)c(NC(=O)c2ccc(N3CCOCC3)c([N+](=O)[O-])c2)c1	8.5%	-0.5%	-25.2%	-7.4%	-28.8%[57.1 µM]	-5.8%	-5.8%	-10.2	-16.3%
CC(NC(=O)CNC(=O)C1CCCCC1)c1cccc(Cl)c1 (centres undefined)	0.9%	-21.1%	22.7%	-20.2%	-2.7%	1.4%	9.2%	-11.0	-7.5%
N/C(=N\OC(=O)/C=C/c1ccccc1)c1ccc(Br)cc1	?	-5.5%	-2.7%	4.4%	7.0%	-4.2%	-5.9%	0.0	-2.5%
CCN(CC)S(=O)(=O)c1ccc2c(c1)[nH]c(=S)n2CC	14.0%	-3.7%	1.0%	15.4%	-1.7%	-21.4%	-9.0%	0.0	-18.6%
O=C(c1noc2c1CCCC2)N1CCc2ccccc2C1	?	5.3%	-1.0%	11.1%	-7.2%	19.7%	-18.0%	-10.0	?
O=C(Nc1ccccc1)c1ccccc1N=Cc1cccc(O)c1	?	-3.6%	-3.6%	0.6%	3.8%	29.7%	-11.1%	-6.0	-5.9%
CC[C@@]1(C(=O)OC)N[C@H](CN(C)C(=O)Nc2ccc(F)cc2)[C@@H]2C(=O)N(C)C(=O)[C@@H]21	-3.3%	-1.9%	0.3%	-4.9%	1.6%	4.5%	3.3%	5.4	?
COc1ccccc1OCC(=O)Nc1cccc(C(=O)N2CCOCC2)c1	7.4%	2.2%	6.6%	1.3%	-0.1%	-6.4%	18.4%	7.8	-25.5%
CC(=O)N1CCN(C(=O)c2[nH]c(C(F)(F)F)nc2-c2ccccc2)CC1	·	·	19.6%	0.6%	-9.7%	0.1%	6.0%	0.0	6.0%
COCCn1c(N)c(Sc2ccccc2)c(=O)[nH]c1=O	1.6%	-4.9%	12.4%	9.5%	-1.7%	-5.0%	8.0%	-10.2	0.0%
CC1(C)Nc2ccccc2N(CC(=O)N2CCCCC2)C1=O	-5.9%	1.5%	9.4%	5.5%	-13.2%	7.7%	6.2%	-8.1	?
